MC4R antag cAMP: antagonists of human melanocortin 4 receptor (MC4R). inhibition, % at 6.5 µM. MC4R-expressing cells, MTII-stimulated cAMP, LANCE TR-FRET. 0.48% of 360,000 active. P32245;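 active means inhibition above its plate's cutoff, the mean of tested wells on that plate plus 3 SD, cut at about 29% in these data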;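 further: 0% = Melanotan II alone and 100% = Melanotan II plus saturating MCL0020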
Target sequence (P32245 whole entry, looked up): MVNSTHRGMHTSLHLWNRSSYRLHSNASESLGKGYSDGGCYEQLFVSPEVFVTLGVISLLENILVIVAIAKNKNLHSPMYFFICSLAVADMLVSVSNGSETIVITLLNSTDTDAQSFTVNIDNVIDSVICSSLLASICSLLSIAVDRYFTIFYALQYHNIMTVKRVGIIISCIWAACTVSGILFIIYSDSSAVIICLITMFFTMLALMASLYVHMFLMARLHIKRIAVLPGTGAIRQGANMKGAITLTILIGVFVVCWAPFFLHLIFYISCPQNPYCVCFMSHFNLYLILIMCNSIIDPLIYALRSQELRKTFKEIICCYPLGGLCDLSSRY
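Test system: U2OS cells stably expressing human melanocortin 4 receptor (MC4R); also added: Melanotan II challenge; compound: 6.5 µM single dose; timing: 30-min compound preincubation, 1-h Melanotan II challenge, 1-h detection, room temperature; signal: Eu-cAMP/anti-cAMP TR-FRET, emission 671 nm; repeats: one well per compound, no replicates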
Cardio protect: protects H9c2 cardiomyocytes from peroxide injury; 0.63% of 360,000 active; protection from H2O2 cell death, % at 20 µM; H2O2 injury protection, ATPLite, 2 h; AID 588492;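 active means compounds giving at least 50% protection of heart cells from peroxide-induced death in the single-dose screen, raw or plate-pattern-corrected value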;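 further: 0% = DMSO wells with peroxide and 100% = DMSO wells without peroxide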
MC4R ag barr: human MC4R agonism via beta-arrestin | AID 540308 | U2OS MC4R beta-arrestin complementation, luminescence; percent of melanotan II response, DMSO zero | activation, % at 8.9 µM | 0.98% of 360,000 active;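 active means activation above a per-plate cutoff, the mean activation of sample wells on that plate plus 3 SD, cut at about 8% in these data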
m5-HT2A agonist: activates the mouse 5-HT2A serotonin receptor; AID 624169; activation, % at 7.6 µM; CHO-K1 mHTR2A beta-arrestin complementation, luminescence; percent of 30 µM serotonin response; 0.66% of 360,000 active; P35363;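 active means activation above a run cutoff, the mean activation of all tested compounds plus 3 SD, cut at about 14% in these data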;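 further: 0% = plate median of compound wells and 100% = 30 µM serotonin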
Target sequence (P35363 whole entry, looked up): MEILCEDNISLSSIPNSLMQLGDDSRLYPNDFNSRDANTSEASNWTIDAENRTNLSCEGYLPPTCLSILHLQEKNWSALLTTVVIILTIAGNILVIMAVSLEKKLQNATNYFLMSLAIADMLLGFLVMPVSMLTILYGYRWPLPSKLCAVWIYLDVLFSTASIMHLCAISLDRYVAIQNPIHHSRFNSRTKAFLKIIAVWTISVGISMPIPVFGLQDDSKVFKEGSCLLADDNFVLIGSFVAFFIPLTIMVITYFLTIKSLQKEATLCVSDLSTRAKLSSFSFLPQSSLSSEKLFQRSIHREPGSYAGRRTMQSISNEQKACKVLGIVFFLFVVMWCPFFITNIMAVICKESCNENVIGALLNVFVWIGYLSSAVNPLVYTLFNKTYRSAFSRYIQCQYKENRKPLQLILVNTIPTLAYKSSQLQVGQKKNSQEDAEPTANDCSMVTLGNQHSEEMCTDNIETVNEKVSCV
ABCB6 inh MLPCN: blocks the human ABCB6 transporter | 0.19% of 360,000 active | AID 602162 | K562-ABCB6 porphyrin accumulation, flow cytometry, 1 h; active compounds read low | fluorescence ratio to DMSO, % at 10 µM;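 active means fluorescence ratio to DMSO below 75%, the collection mean minus 3 SD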;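 further: signal is porphyrin accumulated inside mitochondria; 100% equals median channel fluorescence of DMSO control wells; lower ratio means ABCB6 inhibition with less porphyrin fluorescence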
ABHD5 PLIN5 PPI: ABHD5-PLIN5 protein interaction inhibition | Q00G26+Q8WTS1 | Split G. princeps luciferase complementation, luminescence, 4 h | inhibition, % at 4 µM | 0.78% of 360,000 active | AID 602281;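 active means inhibition above the mean inhibition across every tested compound plus 3 SD, cut at about 22% in these data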;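 further: 0% = DMSO only wells and the 100% control is not disclosed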
SRC2 inh: human SRC2 (NCOA2) inhibition; Q15596; HEK293 GAL4-SRC2 luciferase reporter, luminescence; inhibition, % at 9 µM; 0.17% of 370,000 active; AID 651957;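 active means inhibition above the mean inhibition of all tested compounds plus 3 SD, set per campaign, cut at about 52% in these data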;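 further: 0% = DMSO treated cells and 100% = cells given Gossypol at 36 µM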
N-glyco inh: blocks N-linked glycosylation in D54 reporter cells. D54 ERlucT glycosylation luciferase reporter, 24 h; percent of 100 nM tunicamycin response. reporter increase, % at 12.5 µM. 0.23% of 360,000 active;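 active means mean luciferase reporter signal, scaled so untreated is 0 and the glycosylation-blocking control 100, at or above a set limit in every replicate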;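 further: luciferase carries N-glycosylation sites so blocking glycosylation raises the light; 0% = median of neutral control wells and 100% = median of 100 nM tunicamycin wells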
TLR9-MyD88 block: blocks human TLR9 binding to MyD88; AID 504734; Q9NR96+Q99836; CHO BLA complementation TLR9-MyD88, CCF4 FRET ratio; 0.21% of 340,000 active; inhibition, % at 4.98 µM;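 active means inhibition above the mean over all tested compounds plus 3 SD, cut at about 21% in these data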;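 further: 0% = DMSO only wells and 100% = clavulanate BLA inhibitor control wells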
NOD2-RIPK2 inh: NOD2-RIPK2 protein interaction inhibition | O43353 | CHO BLA complementation NOD2-RIPK2, CCF4 ratio | inhibition, % at 4.98 µM | 0.38% of 360,000 active | AID 624267; in the data active means inhibition above about 21%;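 further: 0% = vehicle only and 100% = reference blocker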
An asterisk follows results filed as active; · = no result given. This is a subset; the hit share may differ from the screen's.

SMILES	MC4R antag cAMP	Cardio protect	MC4R ag barr	m5-HT2A agonist	ABCB6 inh MLPCN	ABHD5 PLIN5 PPI	SRC2 inh	N-glyco inh	TLR9-MyD88 block	NOD2-RIPK2 inh
CCOc1ccc(S(=O)(=O)Nc2cccc(C)c2)c2cccnc12	3	-2	0.2	10	102	4	21	-2	6	3
CS(=O)(=O)N(CCc1ccccc1)CC(=O)NCc1ccccc1Cl	18	1	-2.5	1	96	-2	-1	-1	6	-4
C[C@H](NC(=O)c1ccco1)C(=O)N1CCCC1	0	10	0.7	5	102	0	-26	-1	-1	-2
CC(C)CC(N)c1csc(Nc2ccc(S(C)(=O)=O)cc2)n1 (configuration not stated)	8	8	-0.1	1	93	-3	-7	2	·	-6
Cc1nc2c(oc3ccccc32)c(=O)o1	6	2	1.5	-2	99	5	-46	0	-4	-14
COc1ccc(Cl)cc1NC(=O)CSc1nc2[nH]ncc2c(=O)[nH]1	4	6	0.4	1	96	-1	11	1	2	-1
Cc1ccc(C(=O)OCC(=O)NC2CC2)s1	-5	-2	-0.7	-1	101	-12	3	2	-11	1
CCOc1ccc(OCC)c(NC(=O)C2CCN(S(=O)(=O)c3c(C)noc3C)CC2)c1	-6	7	-0.9	-3	87	-1	18	0	-7	-16
CSC(=NS(=O)(=O)c1ccc(C)cc1)SC	-2	4	-0.9	6	95	-3	-3	-1	6	9
COc1cc(OC)c(OC)cc1/C=C(\C#N)C(=O)NCc1cccs1	1	15	-1.1	0	98	3	3	-1	-8	1
Cc1cc(N2CCCC(C(=O)Nc3cccc(Cl)c3)C2)n2ncnc2n1 (configuration not stated)	3	1	-1.6	-2	101	3	13	1	-4	4
NS(=O)(=O)c1ccc(CCNC(=O)CSCc2ccccc2)cc1	9	14	0.5	0	103	4	-15	-2	-5	-1
Cc1ccc(OCC(=O)O/N=C(\N)c2ccncc2)cc1C	-2	-2	-1.9	-7	99	-5	-25	1	2	0
Nc1nc(N2CCN(c3cccc(Cl)c3)CC2)n[nH]1	-7	-2	-1.6	3	99	8	5	2	3	4
COC1C(O)C(O)C(O)C(O)C1O (configuration not stated)	16	2	-0.2	-4	110	-3	-5	2	1	-1
CC(C)C(NS(=O)(=O)c1cccc2nsnc12)C(=O)NCc1ccc2c(c1)OCO2 (configuration not stated)	6	16	-0.6	0	97	-1	-3	-3	11	-6
Cc1cc(C)cc(OCC(=O)OCC(=O)NCc2ccco2)c1	6	0	-0.5	-2	101	-1	-5	2	-5	-5
CSCCC(NS(=O)(=O)c1ccc(Cl)cc1)C(=O)OCC(=O)NC1CCCCC1 (configuration not stated)	2	-3	-1.5	1	92	-3	-11	-2	2	-14
COc1ccc(C(NC(=O)C(C)C)c2c(O)ccc3ccccc23)cc1OC (configuration not stated)	1	2	-1.3	-1	97	7	-25	2	1	4
O=C(NCc1ccccc1Cl)C1CCC(=O)N(C2CCCC2)C1 (configuration not stated)	11	1	-1.3	8	97	6	0	3	-7	6
COCCN(CC(=O)NCC1CCCO1)C(=O)CCC(=O)Nc1cc(C)ccn1 (configuration not stated)	0	2	-1.8	4	92	3	25	1	-5	-11
Cc1cccnc1NC(=O)Cn1nc([N+](=O)[O-])cc1C	1	7	-0.5	-1	96	-4	-12	0	-7	-1
Cc1ccc(NC(=O)CSCC(=O)N(C)CC(=O)Nc2c(C)cccc2C)cc1	-3	5	1.8	8	97	13	-7	1	-3	-7
COc1ccc(C(C)=O)cc1CN(C)C	8	-2	-1.4	-4	101	3	0	3	7	-13
Cc1cc(C)cc(NC(=O)OCCN2CCN(Cc3ccccc3)CCC2=O)c1	5	-4	0.2	2	103	4	3	0	-13	-15
Cc1ccc(C(=O)O)cc1-c1ccc(/C=C2\SC(=O)N(CC(=O)Nc3ccccc3)C2=O)o1	32*	-6	0.5	0	101	-2	8	1	0	-4
Cc1nnc(NC(=O)CCN2C(=O)C3CC=CCC3C2=O)s1 (configuration not stated)	8	5	-1.1	6	101	-4	2	3	-10	-9
O=C(c1cccs1)N1CCN(c2ncccn2)CC1	4	4	-1.3	1	99	1	-9	1	6	-6
FC(F)Sc1ccc(NC(=S)NCC2CCCCC2)cc1	4	-15	2.4	-3	102	-10	-21	-4	-2	-2
CCCCN(C(=O)c1cc(-c2ccc(F)cc2)nc2ccccc12)c1c(N)n(CCCC)c(=O)[nH]c1=O	6	6	-1.9	-3	93	-4	26	-15	-4	4
COc1ccc(N2CCN(C(=O)c3cc(=O)c4cc(C)cc(C)c4o3)CC2)cc1	16	1	-0.1	8	95	3	-30	4	0	6
Cn1c(-c2ccccc2)c[n+]2c1CCCCC2	-1	4	2.0	2	99	10	-11	1	-4	-4
Cc1ccc(C2CCN(C(=S)Nc3cccc(Cl)c3)C2)cc1 (configuration not stated)	16	-10	0.8	-6	101	-3	-7	1	-3	6
O=P(O)(O)c1cc(-c2ccccc2)oc1-c1ccccc1	4	3	1.3	0	96	-4	-1	0	5	-7
CCn1cc(C(=O)NCc2ccc(C)cc2)c(=O)c2cc(S(=O)(=O)N(C)C)ccc21	17	0	-1.4	4	100	-7	-14	1	5	3
CCC1Oc2ccccc2N(CC(=O)N2CC(C)CC(C)C2)C1=O (configuration not stated)	9	5	0.3	0	103	-2	-38	-1	-2	-7
COc1ccc(C2=NN(CC(=O)Nc3cc(C)ccc3C)C(=O)CC2)cc1	12	-8	2.1	-2	101	3	-1	-1	0	-2
CC(C)(O)C#Cc1cccc(-c2nc(C(=O)NCCCN3CCOCC3)cc3c2[C@H](CCO)N(S(=O)C(C)(C)C)C3)c1 (some centres not stated)	·	12	·	9	87	-1	-11	4	·	1
COc1ccccc1NC(=O)c1sc2ncn(CC(=O)Nc3ccccc3)c(=O)c2c1C	6	-12	-0.2	-4	99	6	-15	-2	5	-2
Nc1ccc(C(=O)N/N=C/c2cccc(Oc3ccccc3)c2)cc1	-6	3	-3.6	-5	98	1	-58	-5	5	-3
CCOc1ccc(/C=N/NC(N)=S)cc1	18	-2	-1.8	5	106	3	0	1	-3	-17
Cc1ccc(CCNC(=O)C(C)n2nc(C)c3c(C)n(-c4ccccc4)nc3c2=O)cc1 (configuration not stated)	8	0	-2.6	-5	99	-1	21	0	-4	-8
CC(C)(C)c1ccc(-c2nnc3sc(-c4ccncc4)nn23)cc1	7	-5	0.8	1	98	-1	-5	1	-9	-9
Cc1cc(C(=O)NC(C)c2ccncc2)cs1 (configuration not stated)	-1	7	-1.7	7	101	8	14	0	-7	3
CCC1(CC)Cc2ccccc2-c2nc(-c3ccccc3)oc(=O)c21	12	-12	0.9	3	70*	2	·	-2	7	-7
COc1ccc(/C=C/C(=O)Nc2cc(S(=O)(=O)N3CCOCC3)ccc2OC)cc1	-12	1	-1.4	-4	105	-3	-14	-2	-4	-4
Nc1nonc1OCCc1ccccc1	-8	-8	-1.9	-4	92	-6	-38	2	1	5
Cc1cc(C)nc(NC(=O)CCCC(=O)O)c1	-6	-3	-1.0	0	94	-1	-15	0	7	-4
NC(=O)CSCc1ccc(Br)cc1	-1	2	0.7	-1	93	9	-4	0	8	-4
O=C(COC(=O)/C=C/c1ccccc1[N+](=O)[O-])NC1CC1	16	-5	-3.6	-2	96	-4	17	-2	1	3
Cc1ccc(CSCC(=O)N(C)CC(=O)Nc2ccc(C)cc2)cc1	9	-8	-3.5	-2	89	-10	16	-2	-7	6
COc1ccc(CC(=O)N2CCCc3ccccc32)cc1	0	5	-2.1	2	87	-5	-47	-4	-6	3
COc1ccc(-c2cc(C(=O)NCC3CCCO3)c3ccccc3n2)c(OC)c1 (configuration not stated)	-1	5	0.9	0	100	-4	15	1	-6	-5
O=C(CCCC(=O)NC1CCCCC1)Nc1ccc([N+](=O)[O-])cc1	-2	0	-0.5	-2	98	0	-22	3	-15	-4
CCC(C)[C@@H](C(=O)N1CCNCC1)n1cc(CCCN=C(N)N)nn1 (some centres not stated)	0	3	-1.4	3	99	4	16	2	-6	-1
Cc1cc(=O)oc(C)c1C(=O)NCC(C)C	27	1	-0.3	-1	95	-5	10	2	1	-6
CCOC(=O)/C(C#N)=C/c1c(N2CCCCCC2)nc2ccccn2c1=O	7	6	1.7	-8	100	-6	9	4	-6	0
O=C(Nc1cccc(S(=O)(=O)N2CCOCC2)c1)c1ccc(N2CCCC2=O)cc1	0	1	-1.9	8	95	11	4	2	8	-7
CC(CCc1ccccc1)NC(=O)c1ccc(C(=O)NC(C)CCc2ccccc2)cc1 (configuration not stated)	5	4	1.3	-3	93	2	-8	-6	3	1
C=CCNC(=O)COC(=O)/C=C/c1cccs1	0	8	-1.5	-1	101	0	-15	2	7	-3
More compounds follow:
SMILES	MC4R antag cAMP	Cardio protect	MC4R ag barr	m5-HT2A agonist	ABCB6 inh MLPCN	ABHD5 PLIN5 PPI	SRC2 inh	N-glyco inh	TLR9-MyD88 block	NOD2-RIPK2 inh
NC(=O)c1ccsc1NC(=O)CN1C(=O)NC2(CCCCC2)C1=O	0	6	-1.3	-5	96	0	-7	2	-14	-6
CC(=O)OC1CC(C)(C)N(OC(=O)c2ccc(N)cc2)C(C)(C)C1	0	-1	-1.0	2	100	-1	-3	2	14	-7
O=C(NCc1ccc2c(c1)OCO2)C1CCC(CNS(=O)(=O)c2cccc3nsnc23)CC1 (configuration not stated)	6	-5	0.0	2	101	1	-9	-3	-3	-5
COc1cccc(CC(NC(C)=O)C(=O)NC2CCN(C(=O)c3ccncc3)CC2)c1OC (configuration not stated)	11	-2	1.6	-10	99	-10	4	2	-15	-3
CCOC(=O)c1ccc(NC(=O)CN2CCN(C(=O)c3ccco3)CC2)cc1	1	3	0.7	3	99	3	0	2	-5	-4
Cc1ccc(C)c(S(=O)(=O)N2CC(=O)N(CCc3ccccc3)C(=O)C2)c1	11	-2	0.9	-7	99	-14	-8	4	-6	-5
O=c1c2c(-c3ccccc3)csc2ncn1/N=C/c1c2ccccc2cc2ccccc12	12	8	3.4	-4	95	-7	23	6	5	-12
O=C(NNC(=S)Nc1cccc2ccccc12)c1cccc(Br)c1	-7	-16	-2.5	-1	96	-3	-10	-1	-4	-3

Retrieved by compound from the entries so far (5):
SMILES	MC4R antag cAMP	Cardio protect	MC4R ag barr	m5-HT2A agonist	ABCB6 inh MLPCN	ABHD5 PLIN5 PPI	SRC2 inh	N-glyco inh	TLR9-MyD88 block	NOD2-RIPK2 inh
O=c1c2c(-c3ccccc3)csc2ncn1/N=C/c1c2ccccc2cc2ccccc12	12	8	3.4	-4	95	-7	23	6	5	-12
Cc1ccc(C)c(S(=O)(=O)N2CC(=O)N(CCc3ccccc3)C(=O)C2)c1	11	-2	0.9	-7	99	-14	-8	4	-6	-5
CC(=O)OC1CC(C)(C)N(OC(=O)c2ccc(N)cc2)C(C)(C)C1	0	-1	-1.0	2	100	-1	-3	2	14	-7
COc1cccc(CC(NC(C)=O)C(=O)NC2CCN(C(=O)c3ccncc3)CC2)c1OC (configuration not stated)	11	-2	1.6	-10	99	-10	4	2	-15	-3
NC(=O)c1ccsc1NC(=O)CN1C(=O)NC2(CCCCC2)C1=O	0	6	-1.3	-5	96	0	-7	2	-14	-6

Assay outcomes: PubChem, several laboratories
